GCN5L2 inh = GCN5L2 (KAT2A) acetyltransferase inhibition. Q92830. GCN5L2 HAT assay, ThioGlo1 CoA-SH fluorescence. Potency, µM (titrated, usually from 58.9 µM), without a hit: top-dose activity change, negative = inhibition, most hits filed as inhibitors. actives 0.21% (n = 390,000)
Target sequence (Q92830 whole entry, looked up): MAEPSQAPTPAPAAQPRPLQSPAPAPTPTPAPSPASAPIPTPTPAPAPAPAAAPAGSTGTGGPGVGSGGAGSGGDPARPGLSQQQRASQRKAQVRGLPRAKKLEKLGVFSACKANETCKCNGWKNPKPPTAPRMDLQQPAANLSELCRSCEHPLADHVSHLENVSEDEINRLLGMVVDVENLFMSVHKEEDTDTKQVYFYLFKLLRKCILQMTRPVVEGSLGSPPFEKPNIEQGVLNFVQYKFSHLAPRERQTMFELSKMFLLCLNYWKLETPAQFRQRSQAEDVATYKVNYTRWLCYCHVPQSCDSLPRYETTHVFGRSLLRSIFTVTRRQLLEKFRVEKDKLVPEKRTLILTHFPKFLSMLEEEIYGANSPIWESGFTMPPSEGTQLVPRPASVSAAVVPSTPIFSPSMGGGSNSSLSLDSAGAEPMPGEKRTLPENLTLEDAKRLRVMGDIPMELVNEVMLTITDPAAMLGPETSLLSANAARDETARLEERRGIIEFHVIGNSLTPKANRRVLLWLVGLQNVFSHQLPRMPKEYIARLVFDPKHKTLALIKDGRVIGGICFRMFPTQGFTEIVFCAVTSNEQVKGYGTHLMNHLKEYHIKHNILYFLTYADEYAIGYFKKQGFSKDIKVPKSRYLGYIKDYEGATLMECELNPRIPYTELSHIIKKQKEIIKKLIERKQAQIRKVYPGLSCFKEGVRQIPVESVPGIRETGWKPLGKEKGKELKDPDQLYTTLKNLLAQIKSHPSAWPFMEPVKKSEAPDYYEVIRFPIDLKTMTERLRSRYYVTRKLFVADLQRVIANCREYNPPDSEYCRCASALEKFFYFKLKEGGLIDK
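Enzyme at 20nM final was mixed with library compounds for 15 min at room temperature. Peptide H3(1-25) at 75uM, acetyl-CoA at 70uM and ThioGlo1 at 50uM were then added. Plates were read immediately and after 20 min (Ex340nm/Em540nm).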
TDP1 cell noCPT = qHTS for Inhibitors of human tyrosyl-DNA phosphodiesterase 1 (TDP1): qHTS in cells in absence of CPT | DT40 Tdp1-/- hTDP1 cells, no CPT, ATP luminescence, 48 h | Potency, µM (top dose mostly 46.2 µM), for inactives: at the top dose activity change, negative = growth inhibition, most hits filed as inhibitors | actives 15% (n = 420,000); further: nearly all actives have a fitted effect of over 55% in size
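Readout: luminescence from CellTiter-Glo after 30 min in the dark at RT. Cells: DT40 Tdp1-/- with stable hTDP1, 400/well. Exposure: compounds alone, ≥48 hr, 37 °C.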
DT40 TDP1 CPT = growth inhibition of DT40 Tdp1-/-;hTDP1 cells with camptothecin (screen for TDP1 inhibitors). chicken DT40 Tdp1-/-;hTDP1 cells + 20 nM CPT, ATP luminescence, 48 h. Potency, µM (titrated, usually from 46.2 µM), for the others: at the highest dose activity change, negative = growth inhibition, most hits filed as inhibitors. actives 12% (n = 420,000); further: nearly all actives have a fitted effect of over 55% in size
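Chicken DT40 Tdp1-/- cells stably complemented with human TDP1 were seeded at 400 cells/well in medium containing 20 nM camptothecin, exposed to pin-transferred compounds, and grown at 37 °C for at least 48 hr. Viability was read as ATP luminescence.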
Numbers without * were called inactive; u = inconclusive; x = no result given; & = joins results of further samples. The call rests on the fitted dose curve; in most records, active means well fitted curve in the direction sought with a large enough effect; inconclusive means small, poorly fitted or top-dose-only effect, or another doubt; inactive means no such curve, though single readings can be large; an effect the other way counts as inactive or inconclusive. On the % scale 0 is the no-effect control and ±100 the full control effect; potency means the concentration at half of the fitted maximal effect. This is a subset; count on the stated rates, not on these rows.

Sample of the layout, 4 compounds:
SMILES	GCN5L2 inh	TDP1 cell noCPT	DT40 TDP1 CPT
Cc1ccc(N(Cc2cccs2)C(=O)c2ccccc2[N+](=O)[O-])cc1	-9%	9.2µM*	15µM*
CC(C)c1ccc(NC(=O)CNC(=O)Cn2ccc3ccccc3c2=O)cc1	-13%&-3%	15%&6%	2%&-1%
Cc1nn(-c2ccc(NC(=O)c3ccncc3)cc2)c(C)c1Cl	-5%	u	u
Cc1ccc(-c2nn3c(C)nnc3c3ccccc23)cc1S(=O)(=O)NCc1ccccc1	-5%	u	u

This part in full, from the start:
SMILES	GCN5L2 inh	TDP1 cell noCPT	DT40 TDP1 CPT
Cc1ccc(N(Cc2cccs2)C(=O)c2ccccc2[N+](=O)[O-])cc1	-9%	9.2µM*	15µM*
CC(C)c1ccc(NC(=O)CNC(=O)Cn2ccc3ccccc3c2=O)cc1	-13%&-3%	15%&6%	2%&-1%
Cc1nn(-c2ccc(NC(=O)c3ccncc3)cc2)c(C)c1Cl	-5%	u	u
Cc1ccc(-c2nn3c(C)nnc3c3ccccc23)cc1S(=O)(=O)NCc1ccccc1	-5%	u	u
CS(=O)(=O)N1CCC(C(=O)NCc2ccncc2)CC1	1%	-27%	-9%
CC(C)Nc1c(N)c(=O)oc2ccccc12	2%	-12%	7%
Cc1ccc(NS(=O)(=O)c2ccc(NC(=O)N3CCCCC3)cc2)cc1	3%	u	-12%
COc1ccc(-c2noc(CCC(=O)N3CCN(c4ccc(Cl)cc4)CC3)n2)cc1	2%	-26%	-25%
COCCC(=O)N1CCC(Oc2ccc(C(=O)NCc3cc(C)n(C)n3)cc2)CC1	-2%	12%	2%
CC(=O)C1=C(O)C(=O)N(Cc2cccnc2)C1c1ccc(Cl)cc1Cl (centres undefined)	-11%	7%	7%
O=C(NCc1cccc2ccccc12)Nc1ccccc1	-3%	u	u
Cc1ccc(Nc2nc(N3CCOCC3)c3ccccc3n2)cc1	-5%	21µM*	21µM*
CSC1=NCCN1C(=O)c1cccs1	-17%	-12%	0%
CCc1cc(CNC(=O)CC2C(=O)NCCN2Cc2ccc(-c3ccccc3)cc2)on1 (centres undefined)	-5%	u	-14%
CCn1c(SCC(=O)Nc2cc(C)on2)nnc1-c1cccs1	-5%	-4%	-1%
Cc1ccc(CNC(=O)c2ccc(N3CCC4(CC3)CC(c3cccc(Br)c3)=NO4)c(NC(=O)c3ccccc3)c2)cc1	-5%	-6%	-9%
CCOc1ccc(OCC)c(NC(=O)CCn2cccc2)c1	5%	-3%	-1%
COCCN1C(=O)C(=O)/C(=C(/O)c2cccc(OC)c2)C1c1ccncc1 (centres undefined)	-13%	-11%	-12%
COc1ccc(CNC(=O)CN2C(=O)CCn3nc(-c4ccccc4)cc32)c(OC)c1	1%	-26%	-19%
N#CC(C#N)=c1ccc2c(c1)N1C(c3ccccc3)=CC(c3ccccc3)C3CCCCC31N=2 (centres undefined)	-7%	-18%	u
Cc1ccc(C(=O)NC2CCCc3ccccc32)o1 (centres undefined)	-6%	-14%	-21%
COc1ccc(-c2nc(CS(=O)CC(=O)NC3CCCC(C)C3C)c(C)o2)cc1OC (centres undefined)	-6%	-15%	-30%
CCOC(=O)c1ccc(NC(=O)CC2C(=O)N(c3cccc(OC)c3)C(=O)N2C2CCCCC2)cc1 (centres undefined)	-3%	21µM*	21µM*
COC[C@@H]1CCCN1c1ccc2c(c1)O[C@@H](COCc1ccccc1)CN([C@@H](C)c1ccccc1)S2(=O)=O	x	12µM*	9.2µM*
O=C(Cc1ccc(Br)cc1)N1CCc2ccccc2C1	-17%	-27%	-28%
O=[N+]([O-])c1ccc(N2N=C(c3ccco3)CC2c2ccccc2)cc1 (centres undefined)	2µM*	u	u
CCC(C)c1ccc(OCCN2CCCC2)cc1 (centres undefined)	-3%	-23%	-17%
COCc1c(C(=O)OCc2nc3ccsc3c(=O)[nH]2)oc2ccccc12	1%	7%	-6%
O=C(Nc1ccc(OC(F)(F)F)cc1)c1cc2c(=O)n3ccccc3nc2s1	-1%	-11%	-21%
COc1cc(NC(=O)Nc2nnc(N3CCCCC3)s2)cc(OC)c1	-9%	u	u
COCCOC(=O)c1c(C)oc2ccc(O)c(CN3CCC(C)CC3)c12 (tested in a mixture with another compound)	x	u	u
NC(=O)c1ccccc1NC(=O)COC(=O)C1(c2ccccc2)CC1	-2%	-18%	-15%
Cc1ccc2c(c1)nnn2C1CCN(C(=O)Nc2ccccc2C)CC1	-2%	5%	0%
COc1ccc(Cn2c(=O)[nH]c3cc(C(=O)N4CCN(Cc5ccccc5)CC4)ccc3c2=O)cc1	-22%	18µM*	16µM*
O=C1NC(=S)SC1=Cc1ccc(F)cc1	x	u	u
COc1ccccc1-n1c(SCC(=O)NCc2ccc3c(c2)OCO3)nc2cc([N+](=O)[O-])ccc21	-5%	21µM*	4.1µM*
CCCCn1c(=O)c2oc3ccccc3c2n(Cc2ccc(C)cc2)c1=O	0%	u	-4%
Cc1ccc(NS(=O)(=O)c2ccc(NC(=O)c3ccc(Br)o3)cc2)c(C)c1	-9%	26µM*	u
Cc1c(NC(=O)CCc2ccccc2)cccc1[N+](=O)[O-]	-3%	1%	2%
CCOc1ccc(NC(=O)CSc2nnc(-c3ccccc3Cl)n2Cc2ccco2)cc1	-10%	18µM*	21µM*
CC(NC(=S)Nc1ccc(Cl)cc1Cl)C(c1cccs1)N1CCCC1 (centres undefined)	-3%	u	u
Cc1nn(C)c(Sc2ccccn2)c1[N+](=O)[O-]	1%	-9%	6%
CCOc1ccccc1/C=C\c1nc(O)c([N+](=O)[O-])c(=O)[nH]1	-7%	18%	0%
N#Cc1cccc(NC(=O)CN2CCN(Cc3ccccc3)CC2)c1	-11%	-18%	-1%
CC(C)c1ccc(NC(=O)CCCN2C(=S)NC(C)(C)CC2C)cc1 (centres undefined)	-12%	u	u
Cc1ccc(NC(=O)c2ccccc2CCc2ccccc2)c(C)c1	-1%	-26%	-10%
FC(F)(F)Oc1ccccc1-c1nnc(-c2cccc(C(F)(F)F)c2)o1	-20%	-10%	-2%
O=S(=O)(Nc1nc2ccc(S(=O)(=O)N3CCCCC3)cc2s1)c1ccccc1	2%	-15%	6%
COc1ccc2ccccc2c1/C=N/Nc1ccc(Cl)c(C(=O)O)c1	-6%	-27%	5%
CC1CCN(C(=S)c2ccc(O)cc2)CC1	-8%	-7%	-5%
CN(C)CCN1CCN(C2CN(Cc3cn(Cc4cccc(C(F)(F)F)c4)nn3)S(=O)(=O)C2)CC1 (centres undefined)	x	-13%	-12%
O=C(CN1C(=O)COc2ccc(S(=O)(=O)Nc3ccccc3)cc21)NCc1ccccc1Cl	0%	u	u
COc1cccc(/C=C/C(=O)OCC(=O)Nc2nnc(-c3ccccc3)o2)c1	-5%	-3%	-4%
Cc1nnc(C)n1/N=C/c1c(O)ccc2ccccc12	0%	-20%	21%
O=C(CCS(=O)(=O)c1cccc2nonc12)N1CCOCC1	-2%	-8%	-13%
COc1ccc(CCNC(=O)c2c(O)c3cccc4c3n(c2=O)CC4)cc1	-23%	-25%	8%
N#Cc1ccc(C(=O)Nc2cc(S(=O)(=O)N3CCCC3)ccc2OCC(F)(F)F)cc1	2%	-17%	-29%
O=C(COc1ccccc1)NCC(=O)NC1=NCCS1	-1%	-2%	-4%
CC(C)COc1ccc(C(=O)N/C(=C\c2cccc([N+](=O)[O-])c2)C(=O)OC(C)C)cc1	0%	u	u
O=C(Nc1ccccc1[N+](=O)[O-])c1cc(S(=O)(=O)N2CCOCC2)cs1	-14%	-13%	-19%

More records.
SMILES	GCN5L2 inh	TDP1 cell noCPT	DT40 TDP1 CPT
CCc1c(C)sc(NC(=O)C2CCCO2)c1C#N (centres undefined)	-6%	u	u
Cc1cc(C)cc(Cn2c3ccc(NC(=S)NC4CCCCC4)cc3c(=O)n2C)c1	x	u	23µM*
C=CCNCc1ccccc1[N+](=O)[O-]	-1%	-14%	-18%
O=C(Nc1ccccc1OC(=O)c1ccc(Cl)cc1)c1ccc(Cl)cc1	-9%	16µM*	u
O=C(COc1cccnc1[N+](=O)[O-])NCc1ccccc1	9%	23%	1%
CCNS(=O)(=O)c1ccc2c(c1)NCC2	3%	9%	1%
COc1cc(OC)c(/C=N/N2CCN(c3ccccc3OC)CC2)c(OC)c1	3%	-1%	-17%
CC(Sc1cccc[n+]1[O-])c1ccccc1 (centres undefined)	-11%	u	u
CCOC(=O)N1CCN(CC(O)COc2ccc(C)cc2C(C)(C)C)CC1 (centres undefined)	-7%	u	u
CCOC(=O)c1sc(N(Cc2ccccc2)C(=O)CCl)nc1C	-3%	21µM*	u
COc1cc(CCNC(=O)c2ccc3c(c2)c(C)c(C)n3Cc2cccc(C)c2)cc(OC)c1OC	-20%	5.2µM*	7.3µM*
Cc1ccc(N(C)C(=O)N2CCN(S(=O)(=O)c3ccc(C)c(C)c3)CC2)cc1	-3%	u	u
Cc1ccc(Cl)c(NC(=O)CN2CCNC(=O)C2)c1Cl	-8%	u	5%
CCCCNC(=S)Nc1ccc(Cl)cc1	-5%	23µM*	u
O=C(Cn1ccc(NC(=O)OCc2ccccc2)nc1=O)NCCc1c[nH]c2ccccc12	-12%	u	u
CN(C)Cc1ccc(CNC(=O)c2ccc(Cl)c(S(=O)(=O)NC3CC3)c2)cc1	-5%	-6%	-1%
CCCNC(=O)C1CCN(c2nc3ccc(C)cc3[nH]2)CC1	2%	-6%	-11%
CN(c1ccc(OCC(=O)NC2CCC(O)CC2)cc1)S(=O)(=O)c1ccc(Cl)cc1 (centres undefined)	-8%	13µM*	u
CC1(C)Cc2ccccc2C(N/N=C/c2ccc(Cl)cc2)=N1	-19%	u	u
Cc1cc(NC(=O)CCCn2cc([N+](=O)[O-])cn2)n(Cc2ccc(F)cc2)n1	-5%	1%	6%

Part of the list above in order of number of heavy atoms, falling.
SMILES	GCN5L2 inh	TDP1 cell noCPT	DT40 TDP1 CPT
Cc1cc(NC(=O)CCCn2cc([N+](=O)[O-])cn2)n(Cc2ccc(F)cc2)n1	-5%	1%	6%
CCc1c(C)sc(NC(=O)C2CCCO2)c1C#N (centres undefined)	-6%	u	u
CCNS(=O)(=O)c1ccc2c(c1)NCC2	3%	9%	1%

More results
SMILES	GCN5L2 inh	TDP1 cell noCPT	DT40 TDP1 CPT
COc1ccc(Cl)cc1Nc1ccc2cc(S(=O)(=O)N3CCCCC3)ccc2n1	4%	u	u
Cc1c(C(=O)Oc2cccc3cccnc23)oc2ccccc12	-11%	u	u
Cc1nc2c(-c3ccccc3)c(C)nn2c(C)c1CCC(=O)NCc1ccc(Cl)cc1	-9%	u	u
CSc1nc(Sc2cccc(Cl)c2)c2ccccc2n1	-3%	u	u
CN(C(=O)CSc1nnc(-c2ccc(F)cc2)c2ccccc12)C1CCS(=O)(=O)C1 (centres undefined)	-6%	-21%	0%
Cc1ccc(NCCCn2ccc(NC(=O)OCc3ccccc3)nc2=O)cc1C	x	u	u
COc1cccc(S(=O)(=O)c2nc(C)c3c(n2)CCC3)c1	1%	-26%	-21%
COc1ccc(NC(=O)c2nnn(CC(=O)Nc3ccc4c(c3)OCO4)c2N)c(OC)c1	-12%	1%	-35%
C(COC1CC2CC1C1C2CC2OC21)OC1CC2CC1C1C2CC2OC21 (centres undefined)	x	-22%	u
O=C(NNC(=O)[C@@H]1CCCC[C@@H]1C(=O)O)Nc1ccccc1	0%	-7%	-10%
O=S(=O)(c1ccc2ccccc2c1)N1CCOCC1	-3%	0%&-27%	-5%&1%
Cc1cc(-c2csc(NC(=O)C3=COCCO3)n2)c(C)n1C	2%	-16%	u
CCOCCCNC(=O)C(NC(=O)Cc1cccs1)c1ccc(C)cc1 (centres undefined)	0%	-11%	-5%
CCOc1ccc(-n2nc3c(=S)[nH]nc(C)c3c2C)cc1	-2%	-4%	0%
COc1ccc(C(=O)O/N=C(/c2cccs2)C(C)(C)C)cc1	1%	-4%	-5%
CCCCOc1ccc(CN=C(N)N)cc1Cl	-5%	1.5µM*	2.3µM*
COc1ccc(C)cc1S(=O)(=O)N(C)CC(=O)NC1CC1	-8%	-6%	-9%
Cc1ccc(NC(=O)CCC(=O)NNC(=O)c2cccs2)c(C)c1	-8%	-3%	-16%

Complete entries from above. Values in the order: GCN5L2 inh, TDP1 cell noCPT, DT40 TDP1 CPT
`O=S(=O)(c1ccc2ccccc2c1)N1CCOCC1` as listed: -3%, 0%&-27%, -5%&1%
`CCOCCCNC(=O)C(NC(=O)Cc1cccs1)c1ccc(C)cc1` (centres undefined) as listed: 0%, -11%, -5%
`COc1ccc(Cl)cc1Nc1ccc2cc(S(=O)(=O)N3CCCCC3)ccc2n1` as listed: 4%, u, u
`CSc1nc(Sc2cccc(Cl)c2)c2ccccc2n1` as listed: -3%, u, u

High-throughput results as filed in PubChem.
